RSV CPE inhibition: inhibition of RSV-induced cytopathic effect – HEp-2 cells, primary 10 µM value included (AID 2391); HEp-2 cells, RSV-induced CPE inhibition; higher % means a stronger effect; CPE inhibition, % at 10 µM, or IC50 in µM where a hit was titrated; hit rate 0.13% among 310,000; in the data active means a potency from the dose series; inconclusive means CPE inhibition mostly from about 23% at the one dose, without a potency; inactive means the rest, 99 in 100 with CPE inhibition below about 21%; further: strong numbers were not always called active
UTI89 phage lysis: protection from phage-mediated lysis, alamar blue read-out – E. coli UTI89, K1F phage, bacterial capsule biogenesis inhibitors (AID 488966); E. coli UTI89 K1F phage lysis, alamar blue, 2 h; higher % means a stronger effect; inhibition, % at 100 µM, or IC50 in µM where a hit was titrated; hit rate 0.02% among 340,000;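 active means phage lysis inhibition, versus mean bacterial control, above a set limit; inconclusive means no clear call, values can overlap the other calls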;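 further: capsule biogenesis inhibitors block K1F phage lysis so surviving cells raise fluorescence; higher fluorescence means more inhibition of phage lysis; actives were called in the ten point dose series up to 300 µM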
NTR1 ag: agonists of NTR1, primary screen, imaging, U2OS cells, beta-arrestin-GFP, high content (AID 493036). P30989. NTR1-U2OS beta-arrestin-GFP spot imaging, agonist mode. activation, % at 20 µM. hit rate 0.17% among 330,000;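 active means activation at or above 40% of the spot to cytoplasm intensity ratio, with at least 20 cells analyzed; inconclusive means wells under 20 cells, flagged as cytotoxic or low count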;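 further: 0% = DMSO without peptide and 100% = 100 nM NTR1 peptide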
Target sequence (P30989 whole entry, looked up): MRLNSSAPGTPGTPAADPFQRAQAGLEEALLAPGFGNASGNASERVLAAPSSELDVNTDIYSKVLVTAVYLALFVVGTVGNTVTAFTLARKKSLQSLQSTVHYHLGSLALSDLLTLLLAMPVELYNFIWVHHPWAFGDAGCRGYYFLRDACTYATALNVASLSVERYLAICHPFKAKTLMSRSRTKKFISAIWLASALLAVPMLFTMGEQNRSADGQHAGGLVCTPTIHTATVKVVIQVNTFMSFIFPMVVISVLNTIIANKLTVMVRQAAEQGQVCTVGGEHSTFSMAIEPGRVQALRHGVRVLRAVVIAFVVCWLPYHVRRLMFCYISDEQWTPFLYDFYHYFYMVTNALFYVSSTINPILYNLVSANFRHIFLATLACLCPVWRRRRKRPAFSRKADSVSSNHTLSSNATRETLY
Salmonella PhoP GFP: PhoP-dependent GFP reporter repression – Salmonella Typhimurium, primary screen (AID 1863). S. Typhimurium PhoP-regulated promoter GFP reporter, 4 h; higher % means a stronger effect. inhibition, % at 50 µM; hits with a dose series show IC50 in µM. hit rate 0.16% among 300,000;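 active means inhibition over 29.93%, a cutoff 3 SD above the screen mean, later confirmed by dose response; inconclusive means inhibition over 29.93% but no dose response follow-up; inactive means inhibition at most 29.93% or unconfirmed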;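 further: 0% = low Mg2+ inducing control and 100% = high Mg2+ repressing control; strong numbers were not always called active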
MgcRacGAP inhibition: MgcRacGAP GTPase-activating activity inhibitors, confirmation, biochemical, ADP Hunter fluorescence; MgcRacGAP-stimulated Rac1 GTP hydrolysis, ADP Hunter fluorescence; higher % means a stronger effect; GST-tagged Rac1 F28L mutant substrate; one-dose inhibition, % at 30 µM; IC50 in µM for titrated hits; hit rate 0.6% among 340,000; AID 624330;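 active means first-screen hits whose inhibition reached a set limit at any dose in the follow-up dose series; inconclusive means inhibition above the set first-screen limit but never retested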;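 further: fluorescence reports GDP produced by GAP-driven GTP hydrolysis; strong numbers were not always called active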
West Nile virus CPE: West Nile virus antiviral activity, cell-based, CPE readout (AID 1621); hit rate 0.02% among 290,000; West Nile virus-infected cells, CPE inhibition; higher % means a stronger effect; CPE inhibition, % at 10 µM; hits with a dose series show IC50 in µM; in the data active means a potency from the dose series; inconclusive means CPE inhibition mostly from about 3.7% at the one dose, without a potency; inactive means the rest, 99 in 100 with CPE inhibition below about 2.2%; further: strong numbers were not always called active
SV40 large T antigen: SV40 large T antigen inhibitors, biochemical (AID 1903) | SV40 large T antigen ATPase/helicase inhibition assay; higher % means a stronger effect | inhibition, % at 20 µM; hits with a dose series show IC50 in µM | hit rate 0.39% among 310,000; in the data active means a potency from the dose series; inconclusive means inhibition mostly from about 32% at the one dose, without a potency; inactive means the rest, 99 in 100 with inhibition below about 32%; further: strong numbers were not always called active
Dengue-2 NS5 capping: Dengue-2 NS5 methyltransferase inhibitors, primary screen, biochemical, confirmation dose response (AID 588689); Dengue-2 NS5 methyltransferase capping enzyme assay, biochemical; higher % means a stronger effect; inhibition, % at 25 µM; hits with a dose series show IC50 in µM; hit rate 0.3% among 340,000; in the data active means a potency from the dose series; inconclusive means inhibition above about 29% without an active follow-up result
T cell HTS: T cell immune modulators affecting CD8 T cell-vesicle binding; hit rate 0.068% among 330,000; 2C CD8+ T cell-vesicle binding, flow cytometry; active compounds read low; calls only at 7 µM;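 active means response, share of CD8 T cells binding vesicles, and their 90th percentile fluorescence all below set limits, cut at about 80% in these data, passing the limit was not always enough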
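Material: 2C TCR transgenic mouse naive CD8+ T cells, MACS-purified. Also added: QL9-charged Drosophila Ld/ICAM-1/B7-1 vesicles. Timing: binding 1.5 h at 37 °C. Measured by: high-throughput flow cytometry with anti-B7-1 and anti-CD8 staining. Read-out: percent CD8+ FL2 mean versus row control. Controls: Unloaded micro-vesicles (low), QL9 vesicles with 0.7% DMSO (high).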
T cell HTS vesicle-bound %: also measured in T cell HTS; calls as there; double positive events, %; measured here: CD8+ vesicle-bound cell fraction;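 binding gate set so that unloaded-vesicle control wells show 10% double positive cells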
NTR1 ag cell count 20 µM: recorded beside NTR1 ag, whose call it bears; cell count; measured here: cell count, cytotoxicity flag
Dengue-2 NS5 capping pilot replicate: recorded beside Dengue-2 NS5 capping, whose call it bears; inhibition, %; measured here: pilot screen replicate inhibition
The depositor's hits bear a star; i = inactive; ? = inconclusive; nt = no result given; [ ] = remark or other dose. The order is random. About 1.5% of those tested had a hit in this group.

SMILES | RSV CPE inhibition | UTI89 phage lysis | NTR1 ag | NTR1 ag cell count 20 µM | Salmonella PhoP GFP | MgcRacGAP inhibition | West Nile virus CPE | SV40 large T antigen | Dengue-2 NS5 capping | T cell HTS | T cell HTS vesicle-bound % | others
O=C(O)CCc1nn2cnc3sc4c(c3c2nc1=O)CCCC4 | 0.8% | -0.8% | 1.0 | 59 | 6.6% | 11.6% | 0.1% | -6.5% | 0.0% | i | 8.7
O=C(Nc1ccccc1)C1=C[C@H](c2ccc3c(c2)OCO3)C[C@H](OCc2ccc(CO)cc2)O1 | 2.0% | 3.4% | 2.3 | 37 | 3.5% | 3.9% | nt | 13.1% | -5.7% | nt | nt
N#C/C(=N\Nc1ccc([N+](=O)[O-])cc1)C(N)=S | nt | 0.0% | -0.1 | 55 | 6.1% | -3.3% | -0.4% | 26.2% | -1.5% | i | 50.6
CCC(=O)N(Cc1cc2ccccc2[nH]c1=O)c1ccccc1OC | 2.2% | -0.2% | -0.8 | 75 | 3.3% | -1.1% | 0.7% | 2.1% | -4.6% | i | 46.7
CN(CC(=O)Nc1ccccc1Cl)C(=O)CSc1nnc(N)s1 | 1.0% | 0.0%[50 µM] | -1.1 | 75 | 9.4% | 3.8% | nt | 10.1% | 1.4% | i | 3.8
O=C(c1ccc(Cl)cc1)N(Cc1cccs1)C1CCS(=O)(=O)C1 (centres undefined) | 0.6% | 0.0% | 1.5 | 49 | 8.0% | 12.8% | -0.3% | -0.4% | -0.5% | i | 60.9
O=C(NCC(c1ccco1)N1CCN(c2ccccc2F)CC1)c1cccs1 (centres undefined) | 1.8% | 0.3%[50 µM] | 0.5 | 60 | -1.3% | -4.7% | nt | 4.2% | 2.9% | i | 23.7
CC1CCCC(C)N1CC(O)COCc1ccccc1F (centres undefined) | 0.1% | 0.2% | 0.3 | 84 | 1.3% | nt | -0.8% | 5.7% | 1.3% | i | 26.0
COc1ccc(NC(=O)C2CCCC2)cc1S(=O)(=O)N1CCOCC1 | -0.2% | 0.7%[50 µM] | -2.6 | 62 | nt | 2.1% | nt | nt | -9.0% | i | 25.8
CCCNC(=S)N1CCC(c2nc3cc(C)c(C)cc3[nH]2)CC1 | -0.3% | 0.0% | 0.7 | 55 | 3.0% | 13.1% | -0.4% | 0.8% | -0.7% | i | 47.2
COc1ccc(/C=C(\NC(=O)c2cccs2)C(=O)N2CCOCC2)cc1OC | 1.7% | 2.6%[50 µM] | 2.8 | 43 | -2.9% | 3.5% | -0.1% | -0.7% | 1.9% | i | 48.5
Cc1cc(-c2ccccc2)n[nH]1 | -1.4% | 0.1% | 0.2 | 42 | -1.6% | 3.8% | 0.3% | 2.1% | -7.0% | i | 18.1
N=C(N)c1ccc(Cl)cc1 | -0.1% | 0.1% | 0.3 | 60 | -0.1% | 2.8% | -0.6% | 10.4% | -1.5% | i | 48.0
CN(C(=O)CN1C(=O)C2C3CC(C(Br)C3Br)C2C1=O)C1CCCCC1 (centres undefined) | 1.8% | 0.1% | 1.4 | 53 | -5.4% | 6.2% | -0.8% | 4.8% | -6.7% | i | 21.3
O=C(Cn1nnc(-c2ccccc2)n1)OCc1csc(-c2ccccc2)n1 | 2.6% | 7.6% | -0.1 | 57 | 8.4% | 8.4% | 0.2% | 1.5% | -4.9% | i | 64.8
CC(Sc1ncnc2sc(-c3ccccc3)cc12)C(N)=O (centres undefined) | 11.4% | 0.2% | 1.0 | 72 | -6.5% | 7.2% | ? | 17.1% | -2.6% | i | 64.3
Cn1c(CBr)c(C(=O)c2ccc([N+](=O)[O-])cc2)c(=O)n(C)c1=O | 4.1% | 0.3% | 0.8 | 56 | -3.9% | 8.6% | 0.9% | 28.7% | -0.8% | i | 21.5
CC1(C)COC(c2coc3ccccc3c2=O)OC1 | 1.0% | 2.1%[50 µM] | 2.3 | 82 | -0.8% | 4.7% | 0.7% | -0.5% | -3.8% | i | 4.4
COc1ccc(C2CC(c3ccc(OC)cc3)n3nc(N)nc3N2)cc1 (centres undefined) | -0.7% | 9.5% | 1.6 | 44 | nt | 3.8% | -0.7% | nt | -3.6% | i | 7.5
CC1CCCC(C)N1C(=O)COc1ccc(C(=O)N/N=C/c2ccc(C(=O)O)cc2)cc1 (centres undefined) | -0.1% | -0.8% | 1.3 | 52 | 7.8% | 13.5% | -0.3% | 5.0% | 0.0% | i | 36.3

Continued; the last two above are carried over.
SMILES | RSV CPE inhibition | UTI89 phage lysis | NTR1 ag | NTR1 ag cell count 20 µM | Salmonella PhoP GFP | MgcRacGAP inhibition | West Nile virus CPE | SV40 large T antigen | Dengue-2 NS5 capping | T cell HTS | T cell HTS vesicle-bound % | others
COc1ccc(C2CC(c3ccc(OC)cc3)n3nc(N)nc3N2)cc1 (centres undefined) | -0.7% | 9.5% | 1.6 | 44 | nt | 3.8% | -0.7% | nt | -3.6% | i | 7.5
CC1CCCC(C)N1C(=O)COc1ccc(C(=O)N/N=C/c2ccc(C(=O)O)cc2)cc1 (centres undefined) | -0.1% | -0.8% | 1.3 | 52 | 7.8% | 13.5% | -0.3% | 5.0% | 0.0% | i | 36.3
COc1ccc(-c2ccc(SCC(=O)NCC3CCCO3)nn2)cc1OC (centres undefined) | 2.1% | 0.2% | -1.4 | 66 | 4.0% | 0.8% | 0.1% | 12.8% | 2.2% | i | 49.0
Cc1ccc(S(=O)(=O)OCCC2=CC(=O)CCN2Cc2ccccc2)cc1 | nt | -1.2% | -1.8 | 38 | nt | 3.3% | nt | nt | -10.4% | i | 16.7
CC(=O)c1cccc(NC(=O)C2CCN(C(=O)c3cccs3)CC2)c1 | 3.8% | 0.3% | -0.3 | 32 | 0.8% | 4.9% | -0.6% | 7.4% | -2.5% | i | 19.4
Cc1cc(C)n(-c2ccc(NC(=O)C3CCN(Cc4ccccn4)CC3)cc2)n1 | 2.8% | 0.1% | -0.3 | 50 | 6.9% | -9.8% | -0.5% | 5.4% | 0.9% | i | 38.1
CCC(C)C(NC(=O)c1ccc(Cl)cc1)C(=O)O (centres undefined) | 3.3% | 0.7% | -0.3 | 66 | -14.0% | 13.3% | 0.5% | -6.3% | 4.3% | i | 31.5
O=C(NCc1ccc(F)cc1)C1CCC(=O)N1C1CCCCC1 (centres undefined) | -1.6% | 3.5% | 0.0 | 49 | 2.2% | -0.5% | -0.1% | 8.9% | -1.7% | i | 34.3
CN(Cc1ccccc1)C(=O)CN1CCN(S(=O)(=O)c2ccc(Cl)c(Cl)c2)CC1 | 1.2% | -0.1%[50 µM] | 9.7 | 65 | nt | 4.7% | nt | nt | -10.9% | i | 13.8
N#CC1=C(N)Oc2cc(N)ccc2C1c1ccc(F)cc1 (centres undefined) | 2.7% | -0.1% | -1.6 | 78 | -1.0% | 9.0% | -0.1% | 4.0% | -7.1% | i | 24.8
CC(=O)c1ccc2c(c1)C1C=CCC1C(C(=O)O)N2 (centres undefined) | nt | nt | 0.2 | 83 | 1.6% | nt | 0.3% | 50.6µM* | nt | nt | nt
CCC(C)(C)NC(=O)C(OC(=O)c1ccco1)c1ccc(OC)cc1 (centres undefined) | -0.8% | 0.1% | -0.5 | 64 | 0.3% | 10.9% | 0.1% | -0.1% | 0.0% | i | 58.6 | Dengue-2 NS5 capping pilot replicate=4.5
CC(C)C(NC(=O)c1ccc(S(=O)(=O)N2CCOCC2)cc1)c1nc2ccccc2[nH]1 (centres undefined) | -0.2% | -0.4% | -1.2 | 81 | -4.0% | 2.0% | -0.5% | 1.7% | 5.4% | i | 29.4 | Dengue-2 NS5 capping pilot replicate=-2.1
COc1ccc(C)cc1NC(=O)CSc1nnc(-c2cc(C)[nH]n2)n1N | 0.5% | 0.3% | -0.2 | 99 | -4.0% | 13.3% | -0.8% | -0.5% | -4.1% | i | 26.0
COCCN(CCOC)C(=O)CN1C(=O)NC2(CCCc3sccc32)C1=O (centres undefined) | 0.8% | 0.5% | -2.0 | 59 | 0.6% | 7.5% | -0.2% | 5.9% | 9.1% | i | 41.6
CCN(CC)C(=O)c1ccc(NS(=O)(=O)c2ccccc2)cc1 | 0.2% | -0.2% | -1.3 | 104 | -10.2% | 8.4% | -0.3% | 14.4% | -0.8% | i | 14.6
CCC(C(=O)NCc1ccc(C)cc1)c1ccccc1 (centres undefined) | 0.2% | 0.3% | -0.5 | 78 | -2.1% | -3.2% | -0.7% | 9.4% | -6.2% | i | 57.7
CCN(Cc1ccc2c(c1)OCCO2)C(=O)CN1C(=O)NC2(CCCCC2)C1=O | 0.1% | -0.1%[50 µM] | 2.0 | 49 | nt | 7.9% | nt | nt | -5.9% | i | 34.3
CCCN1Cc2cccc(C(=O)NCc3ccc4c(c3)OCO4)c2C1=O | 1.3% | -1.5% | 5.0 | 57 | 16.3% | 8.1% | -0.3% | 4.8% | -4.0% | i | 60.4
CCC(CC)C(=O)Nc1cccc(C(=O)Nc2ccc(S(=O)(=O)Nc3ccc(C)cc3)cc2)c1 | 5.8% | -2.0% | 2.0 | 51 | -2.9% | 0.3% | 0.0% | 4.3% | -4.8% | i | 38.9
CC(=O)Nc1ccccc1NC(=O)CC(C)(C)C | -0.4% | 0.1% | 0.3 | 90 | -3.1% | 1.0% | 0.3% | 8.7% | -0.8% | i | 3.1
CCOC(=O)c1ccc(Nc2nnc3nc(C)cc(C)n23)cc1 | -0.7% | 0.6% | 0.0 | 45 | -1.6% | 11.7% | -0.3% | -4.9% | -5.4% | i | 3.3
CC(=O)c1cnc2nc(SCc3ccccc3)nn2c1C | 3.8% | -0.9% | 0.0 | 69 | -0.1% | -8.9% | -0.2% | 7.5% | -10.3% | i | 61.7
O=C(COc1ccc(Br)cc1Cl)NC1CCCCC1 | 4.6% | 10.6% | 3.2 | 63 | -8.9% | 8.1% | -0.9% | 12.2% | 4.8% | i | 31.3
O=C(CSc1nc2ccc(Cl)cc2[nH]1)c1c[nH]c2ccccc12 | 13.7% | 0.0% | 2.3 | 51 | 4.0% | 4.5% | -0.8% | 2.5% | -6.2% | i | 21.1
CCC1(CC)NC(=O)N(CC(=O)NC(=O)NCc2ccccc2)C1=O | 1.1% | 0.0% | 0.9 | 35 | -1.8% | 3.4% | -0.3% | 10.2% | 3.6% | i | 38.4
